Source: PubChem (Broad Institute)
Pf Dd2 growth: blocks growth of Plasmodium falciparum Dd2 parasites; activity change, % at 10 µM; P. falciparum Dd2 growth, SYBR Green, 72 h; hits give low values; 2.3% of 94,000 active; in the data active means activity change below about -80%; inconclusive means no clear call, values can overlap the other calls
GASC1 inh: inhibitors of human demethylase GASC-1 KDM4C. Q9H3R0. GST-KDM4C 2-372, H3K9me3 peptide, LANCE TR-FRET. inhibition, % at 12.5 µM. 0.15% of 96,000 active;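 active means mean replicate inhibition above about 25%, with at least 55% of replicates also reaching it, limit read from the data, passing the limit was not always enough; inconclusive means only one of those two conditions met; inactive means neither condition met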
Target sequence (Q9H3R0 2-372 limits assumed): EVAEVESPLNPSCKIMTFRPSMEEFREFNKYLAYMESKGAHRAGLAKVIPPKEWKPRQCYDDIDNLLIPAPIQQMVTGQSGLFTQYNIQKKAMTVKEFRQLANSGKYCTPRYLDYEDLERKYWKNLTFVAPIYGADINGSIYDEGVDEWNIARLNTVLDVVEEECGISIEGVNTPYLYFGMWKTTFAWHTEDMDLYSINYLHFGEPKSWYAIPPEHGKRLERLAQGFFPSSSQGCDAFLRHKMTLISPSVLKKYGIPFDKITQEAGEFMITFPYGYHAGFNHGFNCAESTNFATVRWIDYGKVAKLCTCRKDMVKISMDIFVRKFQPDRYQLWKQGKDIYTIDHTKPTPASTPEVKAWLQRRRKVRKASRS
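Test system: N-terminal GST-fused human GASC-1 (KDM4C) fragment, residues 2-372; quantity: GASC-1 enzyme at 10 nM final in reaction; dosing: single dose; schedule: 30 min demethylation and 1 h detection at room temperature; signal: LANCE TR-FRET, excitation 340 nm, emissions 618 and 671 nm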
C diff HTS: inhibitors of Clostridium difficile growth. Clostridium difficile clinical isolate growth, OD600, 24 h; hits give low values. growth activity, negative = inhibition, % at 16 µg/mL (by protocol). 0.25% of 86,000 active. AID 1259249;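 active means mean growth activity at or below -80% and every replicate also at or below -80%; inconclusive means mean at or below -80% but some replicate above -80%; inactive means mean growth activity above -80%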;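 further: 0% = DMSO wells and -100% = levofloxacin 16 µg/mL wells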
Tcruzi prolif: T. cruzi proliferation inhibition | T. cruzi beta-gal in NIH3T3, GalScreen luminescence, 90 h | inhibition, % at 8.34 µM | 5.9% of 77,000 active | AID 624255;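 active means mean inhibition above about 93%, with at least 55% of replicates each passing it, limit read from the data, passing the limit was not always enough; inconclusive means only one of those two conditions holds; inactive means neither condition holds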
An asterisk follows results filed as active; ? = inconclusive; . = no result given; & = joins results of further samples.

SMILES	Pf Dd2 growth	GASC1 inh	C diff HTS	Tcruzi prolif
C[C@@H]1CN([C@H](C)CO)C(=O)Cc2cc(NC(=O)Cn3cnnn3)ccc2O[C@@H]1CN(C)S(=O)(=O)c1ccc(F)cc1	17	-0.8	7	1
O=C([C@@H]1[C@@H](CO)[C@@H]2Cn3c(ccc(C4=CCCCC4)c3=O)[C@H]1N2Cc1nccs1)N1CCOCC1	6	-0.3	-2	-14
COCC(=O)N1[C@@H](C#N)[C@@H](c2ccccc2-c2ccccc2)[C@@H]1CO	-21	3.2	-10	.
Cc1noc(C)c1S(=O)(=O)N(C)C[C@@H]1OCCCC[C@@H](C)Oc2ccc(N(C)C)cc2C(=O)N([C@H](C)CO)C[C@H]1C	.	4.3	-1	32
C[C@H](CO)N1C[C@H](C)[C@@H](CN(C)Cc2cccnc2)Oc2ncc(C#Cc3ccccn3)cc2C1=O	2	-0.5	-2	85
O=C(c1ccccn1)N1CC[C@@H]2[C@H](CO)Nc3ccc(C#Cc4cccnc4)cc3[C@@H]21	-54	2.2	-16	?
CNC(=O)C[C@H]1CC[C@@H]2[C@H](COc3ccc(NC(=O)Nc4cccc(Cl)c4)cc3C(=O)N2C)O1	0	0.0	-7	27
COCC#Cc1cnc2c(c1)C(=O)N([C@H](C)CO)C[C@H](C)[C@H](CN(C)C(=O)NC1CCCC1)O2	20	-2.3	0	7
CCNC(=O)C[C@@H]1CC[C@@H]2[C@H](COc3ccc(NC(=O)c4cc(C)on4)cc3C(=O)N2C)O1	4	-0.5	10	42
COC(=O)c1ccc(CN2CC(=O)N3[C@H](CO)[C@H](c4ccc(Br)cc4)[C@@H]3C2)cc1	4	-1.9	53	.
C[C@@H]1CCCCO[C@@H](CN(C)C(=O)Nc2ccc(F)cc2)[C@@H](C)CN([C@H](C)CO)C(=O)c2cc(NC(=O)Nc3ccccc3)ccc2O1	72	-0.6	9	-5
CC(C)NC(=O)Nc1ccc2c(c1)C(=O)N([C@@H](C)CO)C[C@@H](C)[C@H](CN(C)C(=O)NC(C)C)OCCCC[C@@H](C)O2	19	0.0	3	11
Cc1ccc(S(=O)(=O)N(C)C[C@H]2Oc3ccc(NS(=O)(=O)c4cn(C)cn4)cc3CC(=O)N([C@H](C)CO)C[C@H]2C)cc1	15	0.3	.	3
COc1ccccc1CNC(=O)C[C@@H]1CC[C@@H]2[C@H](COC[C@H](O)CN2C(=O)Nc2ccccc2)O1	-2	-0.6	.	-35
CCCNC(=O)Nc1ccc2c(c1)OC[C@@H](C)N(Cc1cccnc1)C[C@@H](C)[C@H](OC)CN(C)C2=O	-63	-0.3	.	26
C[C@@H]1CCCCO[C@@H](CN(C)C(=O)Nc2ccccc2)[C@H](C)CN([C@@H](C)CO)C(=O)c2cc(NS(C)(=O)=O)ccc2O1	-2	0.3	2	20
COCC(=O)N(C)C[C@H]1Oc2cc(C#CC(C)C)ccc2S(=O)(=O)N([C@H](C)CO)C[C@@H]1C	-8	-1.7	-6	49
CNC(=O)C[C@@H]1CC[C@@H]2[C@H](COC[C@H](O)CN2C(=O)Nc2ccc(Cl)c(Cl)c2)O1	-7	-1.9	-12	-1
C[C@H]1CN([C@@H](C)CO)C(=O)c2c(c3ccccc3n2C)-c2ccccc2CO[C@H]1CN(C)S(=O)(=O)c1ccc([N+](=O)[O-])cc1	-89*	6.5	-2	.
COc1ccc2c3c([nH]c2c1)[C@@H](CO)N(C(=O)NC(C)C)CC31CCN(C(=O)c2ccccn2)CC1	-13	-1.1	-2	.
C[C@H]1CN([C@@H](C)CO)C(=O)c2cc(-c3ccccc3F)cnc2O[C@@H]1CN(C)C(=O)C1CCC1	23	0.3	0	13
C[C@@H]1CN([C@H](C)CO)C(=O)c2cccc(NC(=O)NC3CCCCC3)c2O[C@H]1CN(C)C(=O)Nc1cccc2ccccc12	-10	0.1	-11	49
CO[C@@H]1CN(C)C(=O)c2cc(NC(=O)C3CCCCC3)ccc2OC[C@@H](C)N(C)C[C@H]1C	.	-0.7	.	-25
N#C[C@@H]1[C@H](c2ccccc2)[C@H](CO)N1C(=O)Cc1ccccc1	23	-1.3	1	35

Grouped by structure: those above with sulfur
SMILES	Pf Dd2 growth	GASC1 inh	C diff HTS	Tcruzi prolif
C[C@@H]1CN([C@H](C)CO)C(=O)Cc2cc(NC(=O)Cn3cnnn3)ccc2O[C@@H]1CN(C)S(=O)(=O)c1ccc(F)cc1	17	-0.8	7	1
O=C([C@@H]1[C@@H](CO)[C@@H]2Cn3c(ccc(C4=CCCCC4)c3=O)[C@H]1N2Cc1nccs1)N1CCOCC1	6	-0.3	-2	-14
Cc1noc(C)c1S(=O)(=O)N(C)C[C@@H]1OCCCC[C@@H](C)Oc2ccc(N(C)C)cc2C(=O)N([C@H](C)CO)C[C@H]1C	.	4.3	-1	32
Cc1ccc(S(=O)(=O)N(C)C[C@H]2Oc3ccc(NS(=O)(=O)c4cn(C)cn4)cc3CC(=O)N([C@H](C)CO)C[C@H]2C)cc1	15	0.3	.	3
C[C@@H]1CCCCO[C@@H](CN(C)C(=O)Nc2ccccc2)[C@H](C)CN([C@@H](C)CO)C(=O)c2cc(NS(C)(=O)=O)ccc2O1	-2	0.3	2	20
COCC(=O)N(C)C[C@H]1Oc2cc(C#CC(C)C)ccc2S(=O)(=O)N([C@H](C)CO)C[C@@H]1C	-8	-1.7	-6	49
C[C@H]1CN([C@@H](C)CO)C(=O)c2c(c3ccccc3n2C)-c2ccccc2CO[C@H]1CN(C)S(=O)(=O)c1ccc([N+](=O)[O-])cc1	-89*	6.5	-2	.

(next part)
SMILES	Pf Dd2 growth	GASC1 inh	C diff HTS	Tcruzi prolif
COc1ccccc1CNC(=O)C[C@H]1CC[C@@H](NC(C)=O)[C@@H](CO)O1	1	0.8	1	-64
Cc1cc(C(=O)Nc2ccc3c(c2)C(=O)N(C)[C@@H]2CC[C@H](CC(=O)O)O[C@H]2CO3)no1	-1	0.0	1	0
CNC[C@@H]1OCCCC[C@H](C)Oc2ccc(NC(=O)C3CCCCC3)cc2C(=O)N([C@H](C)CO)C[C@@H]1C	23	-1.1	-3	-1
C[C@@H]1CN([C@H](C)CO)C(=O)c2c(c3ccccc3n2C)-c2ccccc2CO[C@H]1CN(C)Cc1cccc2c1OCCCO2	-68	-0.6	5	.
C[C@@H]1CN([C@H](C)CO)C(=O)c2c(c3ccccc3n2C)-c2ccccc2CO[C@H]1CN(C)C(=O)Nc1ccc(-c2ccccc2)cc1	-74	-5.0	3	.
C[C@H](CO)N1C[C@H](C)[C@H](CN(C)CC2CC2)OCCCC[C@H](C)Oc2ccc(NC(=O)Nc3ccc(F)cc3)cc2C1=O	-76	0.9	.	85
COc1ccc(S(=O)(=O)Nc2ccc3c(c2)CC(=O)N([C@H](C)CO)C[C@@H](C)[C@@H](CN(C)Cc2ccc(Cl)c(Cl)c2)O3)cc1	10	17	15	77
N#C[C@H]1[C@@H](c2ccc(C3=CCCC3)cc2)[C@H](CO)N1C(=O)c1ccccn1	14	-1.1	-5	49
C[C@H]1CN([C@@H](C)CO)C(=O)c2cc(C#Cc3ccccc3F)cnc2O[C@H]1CN(C)C(=O)C1CC1	10	-0.5	.	85
CN1C(=O)c2cc(NC(=O)c3cscn3)ccc2OC[C@@H]2O[C@@H](CC(=O)N3CCCCC3)CC[C@H]21	-15	0.5	-5	19
CCCNC(=O)N1CC2(CN(C(=O)C3CCCCC3)C2)c2c([nH]c3cc(OC)ccc23)[C@H]1CO	-13	0.0	-9	.
C[C@@H]1CN([C@@H](C)CO)C(=O)c2cc(NC(=O)Nc3ccc(C(F)(F)F)cc3)ccc2O[C@H]1CN(C)Cc1ccccc1	34	-0.7	1	11
C[C@H]1CN([C@@H](C)CO)C(=O)c2cccc(NC(=O)C3CC3)c2O[C@@H]1CN(C)C	0	9.5	10	-15
COc1ccc(CN2C[C@H](O)COC[C@@H]3O[C@H](CC(=O)N(C)C)CC[C@H]32)cc1	-7	-2.1	0&-5	-27
COc1ccc(-c2ccc([C@H]3[C@@H](C#N)N(C(=O)C4CCC4)[C@@H]3CO)cc2)cc1	-6	-1.0	5	68
O=C(c1ccccc1F)N1CC[C@H]2[C@H](CO)Nc3ccc(C#Cc4ccc(F)cc4)cc3[C@H]21	-77	-2.4	34	.
C[C@@H]1CCCCO[C@H](CN(C)S(C)(=O)=O)[C@@H](C)CN([C@H](C)CO)C(=O)c2cc(NS(=O)(=O)c3cn(C)cn3)ccc2O1	18	1.1	-2	77
CO[C@@H](C(=O)N(C)C[C@@H]1OCc2ccccc2-c2ccccc2C(=O)N([C@H](C)CO)C[C@@H]1C)c1ccccc1	-15	-0.4	0	21
COc1ccc2c3c(n(C)c2c1)[C@H](CO)N(C(=O)c1ccccc1)CC31CCN(C(=O)c2ccccc2)CC1	-88*	-0.8	-8	.
CCN(C[C@@H]1N[C@H](CO)[C@H]1c1ccc(C2=CCCC2)cc1)C(=O)c1ccncc1	-52	-4.1	-3	93
CO[C@@H]1CN(C)C(=O)c2cc(NC(=O)c3cnccn3)ccc2OC[C@@H](C)N(CC2CC2)C[C@@H]1C	11	-1.7	14	.
COc1ccc2c3c([nH]c2c1)[C@H](CO)N(Cc1nccs1)CC31CCN(C(=O)C2CCCCC2)CC1	-72	-0.2	-12	.
O=C(C1CCC1)N1CC2(C1)[C@@H](c1ccccc1)[C@@H](CO)N2Cc1nccs1	24	-1.5	3	.
CN1CCN(C(=O)C[C@@H]2CC[C@@H](NS(=O)(=O)c3cccc(F)c3)[C@H](CO)O2)CC1	-1	-0.1	-2	-7
C[C@@H]1CCCCO[C@@H](CN(C)C(=O)C2CCCCC2)[C@@H](C)CN([C@H](C)CO)C(=O)c2cc(NC(=O)CCCN(C)C)ccc2O1	16	1.5	2	3
O=C(Nc1ccc(-c2ccccc2)cc1)[C@@H]1[C@@H](CO)[C@@H]2Cn3c(cccc3=O)[C@@H]2N1CC1CCCCC1	-82*	-1.9	1	?
Cn1cnc(S(=O)(=O)N2CC[C@H]3[C@H](CO)Nc4ccc(-c5ccccc5F)cc4[C@H]32)c1	22	-2.3	-4	57
C[C@H]1CN([C@@H](C)CO)C(=O)c2cccc(NC(=O)Nc3ccc4c(c3)OCO4)c2O[C@H]1CN(C)S(=O)(=O)c1cccs1	-2	-0.8	.	7
O=C(C[C@H]1C[C@H]2c3cc(NC(=O)c4cccnc4)ccc3O[C@H]2[C@@H](CO)O1)NCc1ccccn1	15	0.0	2	.
COc1ccc2c3c([nH]c2c1)[C@H](CO)N(C(=O)c1cccnc1)CC31CN(C(=O)Nc2cccc(F)c2)C1	-5	-1.1	-16	.
C[C@H]1CCCCO[C@@H](CN(C)S(=O)(=O)c2ccc(F)cc2)[C@@H](C)CN([C@@H](C)CO)C(=O)c2cc(NS(=O)(=O)c3cn(C)cn3)ccc2O1	-37	-1.4	4	.
CCc1nc(N2[C@H](C#N)[C@@H](c3ccccc3-c3ccc(F)cc3)[C@H]2CO)sc1C	-1	-0.6	-9	.
Cc1noc(C)c1NC(=O)N(C)C[C@@H]1Oc2ccc(NC(=O)Nc3cccc4ccccc34)cc2CC(=O)N([C@@H](C)CO)C[C@H]1C	-13	-0.9	-5	30
O=C(C[C@H]1C=C[C@H](NC(=O)Nc2cc(F)ccc2F)[C@H](CO)O1)Nc1ccc(-c2ccccc2)cc1	.	1.5	2	.
CO[C@@H](CN(C)C(=O)c1ccc2c(c1)OCO2)[C@H](C)CN([C@H](C)CO)S(=O)(=O)c1ccc(C)cc1	7	-0.5	.	20
C[C@H](CO)N1C[C@H](C)[C@@H](CN(C)Cc2ccc(Oc3ccccc3)cc2)Oc2ccc(NC(=O)CCCN(C)C)cc2CC1=O	-19	.	-5	15
C[C@@H]1CCCCO[C@@H](CN(C)C)[C@H](C)CN([C@@H](C)CO)C(=O)c2cc(NS(=O)(=O)c3cccs3)ccc2O1	35	-0.2	-2	-1
Cc1ccc(S(=O)(=O)Nc2ccc3c(c2)CC(=O)N([C@@H](C)CO)C[C@H](C)[C@@H](CN(C)S(=O)(=O)c2ccc(Cl)cc2)O3)cc1	-30	-2.0	-7	12
C[C@H](CO)N1C[C@H](C)[C@@H](CN(C)C)Oc2ccc(NS(=O)(=O)c3cn(C)cn3)cc2C1=O	15	-0.6	0	-2
Cc1noc(C)c1NC(=O)Nc1ccc2c(c1)C(=O)N(C)[C@@H]1CC[C@@H](CC(=O)N[C@@H]3CCN(Cc4ccccc4)C3)O[C@@H]1CO2	12	2.8	-10	10
COc1ccccc1C#Cc1ccc([C@H]2[C@@H](C#N)N(C(=O)C3CCCC3)[C@H]2CO)cc1	-97*	-3.4	48	.
COc1ccc(NC(=O)Nc2cccc3c2O[C@@H](CN(C)C(=O)Nc2ccc(OC)cc2)[C@H](C)CN([C@@H](C)CO)C3=O)cc1	6	0.8	2	9
CO[C@H]1CN(C)C(=O)c2ccc(NC(=O)c3cccc(F)c3)cc2OC[C@H](C)N(C)C[C@@H]1C	21	0.5	2	.
C[C@@H]1CCCCO[C@H](CN(C)S(=O)(=O)c2ccc(Cl)cc2)[C@H](C)CN([C@H](C)CO)C(=O)c2cc(NC(=O)Cc3ccccc3)ccc2O1	-74	-1.3	5	117*
